# Screening data as filed in PubChem.
# TDP1 block: qHTS Assay for Inhibitors of Tyrosyl-DNA Phosphodiesterase (TDP1) | recombinant TDP1, AlphaScreen DNA substrate cleavage | Tyrosyl-DNA phosphodiesterase 1 (Homo sapiens), Q9NUW8 | 350,000 tested, 0.28% active | Potency, µM (series often up to 130 µM), without a hit: at the highest dose activity change, negative = inhibition, usual class: inhibitors | AID 485290, 2010; also: nearly all actives have a fitted effect of over 40% in size
# Target sequence (Q9NUW8 whole entry, looked up): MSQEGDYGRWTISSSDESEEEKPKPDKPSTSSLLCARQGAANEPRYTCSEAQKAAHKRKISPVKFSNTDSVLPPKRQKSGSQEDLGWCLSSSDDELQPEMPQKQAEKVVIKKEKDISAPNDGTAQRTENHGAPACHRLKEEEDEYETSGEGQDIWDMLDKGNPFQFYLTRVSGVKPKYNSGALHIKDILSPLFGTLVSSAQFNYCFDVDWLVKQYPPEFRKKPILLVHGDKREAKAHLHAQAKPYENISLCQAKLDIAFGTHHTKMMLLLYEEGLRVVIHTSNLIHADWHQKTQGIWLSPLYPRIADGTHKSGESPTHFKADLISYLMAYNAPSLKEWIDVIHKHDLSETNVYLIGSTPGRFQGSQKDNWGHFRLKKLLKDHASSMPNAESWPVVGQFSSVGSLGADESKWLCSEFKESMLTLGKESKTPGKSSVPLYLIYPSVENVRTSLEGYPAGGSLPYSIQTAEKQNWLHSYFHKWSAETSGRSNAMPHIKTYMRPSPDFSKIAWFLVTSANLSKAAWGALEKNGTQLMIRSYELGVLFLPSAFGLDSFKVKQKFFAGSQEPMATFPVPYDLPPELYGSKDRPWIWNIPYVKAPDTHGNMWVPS
#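 Steps: enzyme plus compound, 15 min RT; add biotin/phosphotyrosine-FITC oligonucleotide (15 nM final), react 5 min; add donor/acceptor beads (10 ug/ml final), 10 min; read AlphaScreen. Tdp1 at 1 nM final.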
# N370S GC mod: qHTS Assay for Inhibitors and Activators of N370S glucocerebrosidase as a Potential Chaperone Treatment of Gaucher Disease | 330,000 tested, 0.092% active | Potency, µM (doses to about 59.4 µM), for the others: top-dose activity change, negative = inhibition, usual class: inhibitors | N370S GC spleen homogenate, 4MU-glucoside fluorescence | AID 2101, 2009;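 also: 0% = full enzyme activity and -100% = no enzyme basal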
# FEN1 inh: qHTS Assay for the Inhibitors of Human Flap endonuclease 1 (FEN1); 390,000 tested, 0.35% active; Recombinant FEN1 flap cleavage, fluorescence, 15 min; Potency, µM (titrated, usually from 114 µM), for the others: at the highest dose activity change, negative = inhibition, usual class: inhibitors; P39748; also: nearly all actives have a fitted effect of over 65% in size
#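 Potency values derive from four-parameter Hill fits of normalized qHTS data. The reaction used 10 nM FEN1 preincubated 15 min at room temperature with compound, then 50 nM DNA substrate, read at 0 and 15 min.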
# An asterisk follows results filed as active; ? = inconclusive; · = no result given; & = joins results of further samples; [ ] = remark or other dose. Calls follow the shape of the dose curve; as a rule, active = well fitted curve in the direction sought with a large enough effect; inconclusive = small, poorly fitted or top-dose-only effect, or another doubt; inactive = no such curve, though single readings can be large; an effect the other way counts as inactive or inconclusive. Unless noted, % is scaled to controls: 0 for no effect and ±100 for the full control effect; potency is read from the fitted curve at half-maximal effect.
SMILES,TDP1 block,N370S GC mod,FEN1 inh
Cc1ccccc1-c1cnn(-c2cccc([N+](=O)[O-])c2)c1N,8%,-16%,9%
COc1ccc(C(CCc2ccc(C)o2)NC(=O)Nc2ccc(OC)cc2OC)cc1 (stereo not given),8%,8%,-22%
COc1ccc(CCN2C(=NC(=O)CCC(=O)O)SC3CS(=O)(=O)CC32)cc1 (stereo not given),-9%,-9%,-12%
COc1ccc([C@@H]2[C@@H]3C(=O)N(C(C)(C)C)C(=O)[C@@H]3[C@]3(C)C(=O)N(c4ccc(C(F)(F)F)cc4)C(=O)N23)cc1,·,-1%,1%
CCc1nnc(NC(=O)[C@@H](NC(=O)c2cccc(S(=O)(=O)N(CC)CC)c2)C(C)C)s1,-9%,-3%,0%
COc1ccccc1CC(=O)Nc1ccccc1O,2%,1%[12.8 µM],-1%
COc1ccc(OCC(=O)OCC(=O)NCc2ccco2)cc1,-1%,-18%,10%
Cc1cccc([N+](=O)[O-])c1NC(=O)CN(Cc1ccccc1)Cc1ccccc1,9%,6%,-18%
Cc1onc(-c2ccc(Cl)cc2Cl)c1-c1csc(COc2ccccc2)n1,-4%,11%,17%
Cc1nn(CC(=O)N2CCOCC2)c(C)c1[N+](=O)[O-],5%,3%,-1%
CCS(=O)(=O)N1CCN=C1SCc1cccnc1,3%,0%,-4%
O=C(O)C1CCCN1c1ncccn1 (stereo not given),4%,-4%,-4%
Cc1ccc(C)c(C2=CSC3=NCCN23)c1,1%,-12%,2%
Cc1cc(C)cc(NS(=O)(=O)c2ccc3[nH]cc(C(=O)NC4CCCCC4)c(=O)c3c2)c1,5%,·,-5%
COc1cccc(C(=O)c2c(N)c(-c3nc(-c4ccccc4)cs3)c3ccccn23)c1,0%,·,4%
O=C(Nc1nnc(S(=O)(=O)N2CCCC2)s1)c1cccc([N+](=O)[O-])c1,5%,-9%,20%
O=C1CCC(C(=O)N2CCCO2)CN1Cc1cccc(C(F)(F)F)c1 (stereo not given),3%,1%,-3%
CCOC(=O)c1ccc(NC(=O)CSc2cn(CC(=O)N3CCCC3)c3ccccc23)cc1,3%,·,-10%
C=CCn1c(SCC(=O)c2[nH]c(C)c(C(C)=O)c2C)nnc1-c1ccncc1,-9%,4%,2%
Cc1ccc(S(=O)(=O)N2CCC[C@H]2C(=O)Nc2ccccc2Cl)cc1,-3%,·,-18%

# Complete entries, looked up by structure. Screens in order: TDP1 block	N370S GC mod	FEN1 inh
# `O=C1CCC(C(=O)N2CCCO2)CN1Cc1cccc(C(F)(F)F)c1` (stereo not given) as listed: 3%	1%	-3%
# `COc1ccc(C(CCc2ccc(C)o2)NC(=O)Nc2ccc(OC)cc2OC)cc1` (stereo not given) as listed: 8%	8%	-22%
# `COc1cccc(C(=O)c2c(N)c(-c3nc(-c4ccccc4)cs3)c3ccccn23)c1` as listed: 0%	·	4%
# `Cc1nn(CC(=O)N2CCOCC2)c(C)c1[N+](=O)[O-]` as listed: 5%	3%	-1%
# `CCS(=O)(=O)N1CCN=C1SCc1cccnc1` as listed: 3%	0%	-4%

# Next section:
SMILES,TDP1 block,N370S GC mod,FEN1 inh
CCCCn1nc2cc(C(=O)N(CC)c3ccc(OC)cc3)ccc2c1OCC,8%,-5%,3%
COc1ccc(-c2nnc(SCC(=O)NC(C)c3ccccc3)o2)cc1 (stereo not given),3%,4%,-11%
Cc1ccccc1Nc1cc(C(=O)NCCc2ccc(Cl)cc2)c2ccccc2n1,5%,·,-19%
CCN(C(=O)c1cc(S(=O)(=O)N2CCCCC2)c[nH]1)c1ccc(OC)cc1,-5%,-3%,7%&-5%
O=C(COc1ccccc1F)OCc1cc(=O)n2nc(-c3cccs3)sc2n1,-3%,·,8%
CCOc1ccc(Cl)cc1CSc1ncn[nH]1,-3%,6%,-18%
Cc1cc(S(=O)(=O)NCCCN2CCOCC2)c(C)cc1Cl,5%,-10%,4%
Cc1ccc(OCC(=O)Nc2nnn(C)n2)c(C)c1,2%,0%,-8%
COc1ccc(S(=O)(=O)N2CCOCC2)cc1NC(=O)CCc1c[nH]c2ccccc12,1%,-1%,6%
CC(C)c1ccc(N=Cc2c(O)c3ccccc3oc2=O)cc1,-9%,3%,7%
CC(=O)Nc1ccc(S(=O)(=O)NC(C)(C#N)C2CC2)cc1 (stereo not given),8%,-2%,-2%
CCCCCCCCCC(=O)N[C@@H]1c2cc(OC)c(OC)cc2C[C@H]1OCc1ccccc1,0%[56.1 µM],·,1%
Cn1c(=O)c2c(nc(SCC(=O)c3ccc(F)cc3)n2C)n(C)c1=O,-4%,-4%,-2%
Cc1cc(NC(=S)NC(=O)c2ccco2)c2ccccc2n1,-3%,0%,3%
CCn1cc(SCC(=O)Nc2cc(C)on2)c2ccccc21,11%,2%,15%
COc1cc(-c2cc(=O)c3c(O)c(OC)c(OC)c(OC)c3o2)cc(OC)c1OC,5%,1%&14%,16%
COc1ccccc1S(=O)(=O)Cc1ccc(C(=O)NCc2ccc(Cl)cc2)o1,5%,·,5%
COc1ccc(C(=O)Nc2ccc(-c3ccc(C)o3)cc2)cc1S(=O)(=O)N1CCOCC1,3%,-15%,-12%
COC(=O)c1nn(-c2nc(-c3ccc(OC)c(OC)c3)cc(C(F)(F)F)n2)cc1[N+](=O)[O-],-3%,-12%,-16%
CC(C)OC(=O)c1c(NC(=O)CCn2nnc3ccccc32)sc2c1CCCC2,3%,8%,-14%

# Grouped by structure: the entries above containing a thiophene ring, fused or not.
SMILES,TDP1 block,N370S GC mod,FEN1 inh
O=C(COc1ccccc1F)OCc1cc(=O)n2nc(-c3cccs3)sc2n1,-3%,·,8%
CC(C)OC(=O)c1c(NC(=O)CCn2nnc3ccccc32)sc2c1CCCC2,3%,8%,-14%

# (next part)
SMILES,TDP1 block,N370S GC mod,FEN1 inh
Cc1oc(-c2ccc(C(=O)N(C)Cc3ccccc3)cc2)nc1CN1CCc2ccccc21,9%,·,-3%
C=Cc1ccc(CN2C(=O)N(c3cccc(Cl)c3)S(=O)(=O)c3ccccc32)cc1,3%,·,-4%
CCOC(=O)C1C(c2ccccc2)C(C(=O)OCC)S(=O)(=O)C(CCN(CC)CC)S1(=O)=O (stereo not given),0%,-16%,-1%
O=C(O)c1ccc(NC(=S)Nc2ccccc2)cc1,3%,0%,-1%
CCc1ccc2[nH]c(C(=O)N(C)c3ccc(F)cc3F)cc2c1,·,-12%,0%
CCN(CC)c1ccc(/C=N/NC(=O)c2ccc3nc[nH]c3c2)c(O)c1,13%,-10%,?
CC(=O)Nc1ccc(Nc2ncnc(N)c2[N+](=O)[O-])cc1,3%,-10%,0%
Cc1ccc(C)c(N2CCN(S(=O)(=O)c3ccc4[nH]c(=O)c(=O)[nH]c4c3)CC2)c1,4%,13µM*,-13%
Cn1nnnc1SCC(=O)NCC(=O)c1ccccc1,-2%,19%,-15%
Cc1[nH]c(C)c(S(=O)(=O)NCc2ccco2)c1C(=O)N1CCCCC1,3%,1%,-5%
COc1ccc(CCNc2nc(-c3ccc(OC)c(OC)c3)cc(C(F)(F)F)n2)cc1OC,6%,·,-24%
O=C(Nc1ccc(NC(=O)C2CC2)nc1)c1cnccn1,4%,0%,0%
O=S(=O)(Nc1ccncc1Cl)c1ccccc1,7%,-6%,12%
CCCN(CCC)CCCNC(=O)c1cc2c(=O)n(CC)c3ccccc3c2s1,·,-2%,0%
CCOC(=O)C1=NNC2C(=O)N(Cc3ccccc3)C(=O)C12 (stereo not given),·,-4%,9%
COc1ccc(C(C#N)c2nc3ccccc3nc2Cl)cc1 (stereo not given),·,4%,-19%
CCN(CC)c1ccc(NC(=O)CN2C(=O)c3cccnc3Sc3ccccc32)c(C)c1,2%,·,-5%
CN1CCC(=NNC(=O)C(=O)Nc2cccc(Br)c2)CC1,9%,1%,-1%
CCOc1ccc(-n2c(C)c(C(=O)O)c3cc(OC)ccc32)cc1,·,-3%,-2%
NS(=O)(=O)c1ccc(NC(=O)CN2C(=O)CCC2=O)cc1,·,-12%,18%

# Entries above shown as hits in N370S GC mod.
SMILES	TDP1 block	N370S GC mod
Cc1ccc(C)c(N2CCN(S(=O)(=O)c3ccc4[nH]c(=O)c(=O)[nH]c4c3)CC2)c1	4%	13µM*

# (list continues)
SMILES,TDP1 block,N370S GC mod,FEN1 inh
COc1ccc(NC(=O)c2ccc(C)cc2)c[n+]1[O-],·,-3%,-3%
COc1ccc2oc(C(=O)c3ccccc3)c(N)c2c1,-4%,16%,0%
CCOc1cc(C2c3c(n[nH]c3C)C(=O)N2c2ccc(Br)cc2)ccc1O (stereo not given),7%,-2%,-8%
C/C(=C\C(=O)c1ccc(Br)cc1)NCc1ccc2c(c1)OCO2,-8%,-14%,-6%
COc1ccc(-c2cc(C(=O)NN)[nH]n2)cc1,-3%,7%,1%
Cc1c(C(=O)OC2CCC(C)CC2)[nH]c2c1C(=O)CC(c1ccc(F)cc1)C2 (stereo not given),0%[12.3 µM],·,-10%
COc1ccc(N2CCN(C(=O)CCn3cnc4onc(-c5ccc(F)cc5)c4c3=O)CC2)cc1,4%,·,6%
O=C(CCc1nc(-c2ccccc2Cl)no1)NCc1ccco1,8%,-1%,19%
COc1cccc(CNC(=O)CCCN2C(=O)CSc3c2c(C)nn3-c2ccccc2)c1OC,7%,·,3%
Cc1nn(Cc2cccc(C(=O)Nc3ccn(Cc4ccccc4)n3)c2)c(C)c1[N+](=O)[O-],1%,-8%,-9%
Cc1cc(C)c(NC(=O)COc2ccccc2C(=O)Nc2ccc3c(c2)oc2ccccc23)c(C)c1,1%,6%,-2%
CN(C)c1nc2c(c(=O)[nH]c(=O)n2C)n1Cc1ccc(F)cc1,-3%,3%,3%
CCN(c1ccccc1)S(=O)(=O)c1ccc(C(=O)NNC(=O)c2ccccc2F)cc1,1%,·,-7%
COc1ccc(N2CCN(C(=O)C3CCCN(S(=O)(=O)c4ccc5c(c4)oc(=O)n5C)C3)CC2)cc1 (stereo not given),6%&-6%,2%,8%&-1%
COc1ccc(CCNc2oc(COc3ccccc3F)nc2C#N)cc1OC,7%,20%,-13%
COc1ccc(OC)c(NC(=O)CN(C)CC(=O)Nc2ccccc2Br)c1,1%,7%,-9%
CCC1(c2ccccc2)NC(=O)N(CC(=O)Nc2ccc(S(=O)(=O)NC3=NCCCCC3)cc2)C1=O (stereo not given),0%,-2%,-15%
O=C(NN1C(=O)c2ccc3c4c(ccc(c24)C1=O)CC3)c1ccc(Br)cc1,5%,5%,-8%
